Source: PubChem
MEKK2wt PB1 HTS: raises or lowers MEK5 binding to wildtype human MEKK2 PB1 domain; binding response (% of control), % at 10 µM; Q9Y2U5; hit rate 1.1% among 290,000; bead flow cytometry, Alexa488-MEK5 binding to MEKK2 WT; actives lie on both sides; in the data active = binding response below about 67% or above about 130%
OXTR ag: human OXTR agonism | P30559 | CHO-OTR cells, Fluo-8 calcium fluorescence; normalized: DMSO 0%, oxytocin 100% | activation, % at 3 µM | hit rate 0.32% among 320,000;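 active = activation above the mean of all tested compounds plus 3 SD, cutoff set per screening run, cut at about 20% in these data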;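 note: peak over basal fluorescence ratio from a 100 s FLIPR kinetic read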
NALP1 yeast inh: inhibitors of NALP1 inflammasome in yeast. hit rate 0.61% among 280,000. S. cerevisiae NALP1/ASC/caspase-1 growth, X-gal OD620, 72 h. inhibition, % at 10 µM. AID 2071; in the data active = inhibition mostly above about 24%, no sharp cut-off; inactive = mostly below about 32%; note: some compounds called inactive have numbers as strong as hits
PHOSPHO1 inh: blocks human PHOSPHO1 phosphatase activity. recombinant PHOSPHO1, absorbance phosphatase assay. inhibition, % at 13.3 µM. hit rate 1.1% among 290,000; in the data active = inhibition above about 60%
Target sequence (Q8TCT1 whole entry, looked up): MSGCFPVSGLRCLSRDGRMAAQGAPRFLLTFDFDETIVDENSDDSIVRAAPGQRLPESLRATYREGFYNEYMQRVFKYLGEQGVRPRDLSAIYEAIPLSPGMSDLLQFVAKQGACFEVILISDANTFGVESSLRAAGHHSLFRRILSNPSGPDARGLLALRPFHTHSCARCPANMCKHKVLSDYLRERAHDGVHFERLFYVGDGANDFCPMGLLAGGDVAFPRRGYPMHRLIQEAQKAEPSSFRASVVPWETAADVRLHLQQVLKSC
PfM18AAP inh: blocks P. falciparum M18 aspartyl aminopeptidase | recombinant PfM18AAP, H-Glu-NHMec fluorogenic cleavage | inhibition, % at 7.35 µM | hit rate 1.2% among 290,000;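 active = inhibition above the campaign mean inhibition over all tested compounds plus 3 SD, cut at about 28% in these data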;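 note: 0% = plate median of test compound wells and 100% = 2 mM ZnCl2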
MEKK3 PB1 HTS: MEKK3-MEK5 PB1 interaction, increase or decrease; Q99759; bead-based flow cytometry, Alexa488-MEK5 binding to MEKK3; actives lie on both sides; 0 = blocked by unlabeled MEK5, 100 = vehicle; binding response (% of control), % at 10 µM; hit rate 1.4% among 290,000; AID 1529;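 active = binding response more than 3 SD above or below the average of its plate-row segment, actives on both sides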;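 note: Alexa488 bead fluorescence after subtracting the streptavidin-only scavenger bead signal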
Target sequence (Q99759 whole entry, looked up): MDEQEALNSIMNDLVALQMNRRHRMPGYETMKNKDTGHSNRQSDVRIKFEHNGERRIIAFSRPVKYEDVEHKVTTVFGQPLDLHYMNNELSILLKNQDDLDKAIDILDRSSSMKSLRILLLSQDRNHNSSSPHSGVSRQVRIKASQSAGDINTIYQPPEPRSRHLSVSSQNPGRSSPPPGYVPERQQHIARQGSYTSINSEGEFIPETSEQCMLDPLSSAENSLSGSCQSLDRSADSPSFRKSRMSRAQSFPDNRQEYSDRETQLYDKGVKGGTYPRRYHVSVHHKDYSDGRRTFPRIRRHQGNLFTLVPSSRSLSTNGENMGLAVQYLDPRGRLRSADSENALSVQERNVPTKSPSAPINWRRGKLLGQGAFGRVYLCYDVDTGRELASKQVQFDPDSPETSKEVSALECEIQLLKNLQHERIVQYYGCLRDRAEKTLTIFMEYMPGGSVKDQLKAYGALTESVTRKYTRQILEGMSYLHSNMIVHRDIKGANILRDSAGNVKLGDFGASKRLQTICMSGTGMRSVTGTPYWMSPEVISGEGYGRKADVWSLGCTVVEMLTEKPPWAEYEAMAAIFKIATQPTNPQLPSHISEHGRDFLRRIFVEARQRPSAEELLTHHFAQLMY
FID counter: fluorescent intercalator displacement, NS3 helicase counter-screen; DNA fluorescent intercalator displacement, fluorescence; inhibition, % at 7.9 µM; hit rate 0.17% among 290,000; AID 1845; in the data active = inhibition above about 37%;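 note: 0% = vehicle and 100% = reference compound; higher means more ethidium bromide displaced from hairpin DNA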
MEKK2mut PB1 HTS: signal of MEK5 binding to mutant human MEKK2 PB1 domain | bead flow cytometry, Alexa488-MEK5 binding to MEKK2 mutant | percent response, % at 10 µM | hit rate 0.35% among 290,000 | AID 1530; in the data active = percent response above about 24%, passing the limit was not always enough; note: inactives centre near 1; some results filed as inactive read as strong as hits; reference of the scale not given here
GPR7 antag: antagonists of human GPR7 (neuropeptides B/W receptor 1) | P48145 | GPR7-expressing cells, fluorescence antagonist assay | inhibition, % at 4.4 µM | hit rate 1.1% among 290,000 | AID 1861; in the data active = inhibition above about 16%, passing the limit was not always enough;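 note: cells stimulated with the agonist NPW; 0% = agonist with vehicle and 100% = vehicle without agonist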
Active calls of the source: *; x = no result given.

Abbreviations: A = MEKK2wt PB1 HTS; B = OXTR ag; C = NALP1 yeast inh; D = PHOSPHO1 inh; E = PfM18AAP inh; F = MEKK3 PB1 HTS; G = FID counter; H = MEKK2mut PB1 HTS; I = GPR7 antag
1. O=C(CSc1ncn(-c2ccccc2)n1)Nc1nc(-c2ccccc2)cs1
  A = 107; B = 1.4; C = 1; D = -20; E = 3; F = 107; G = -19; H = 4; I = 0

2. Cc1ccccc1C(=O)N=c1ccn(-c2nc3ccccc3nc2NS(=O)(=O)c2ccc(F)cc2)cc1
  A = 90; B = 0.0; C = -3; D = 51; E = 10; F = 103; G = -53; H = 0; I = -6

3. CCOC(=O)Nc1ccc2c(c1)N(C(=O)N(CC)CC)c1ccccc1CC2
  A = 97; B = -2.7; C = 27; D = 2; E = -4; F = 99; G = -44; H = -2; I = 9

4. Cc1ccc(S(=O)(=O)/N=C(\Sc2ccccc2)c2ccccc2)cc1
  A = 101; B = 1.2; C = -4; D = 42; E = 1; F = 100; G = -5; H = 4; I = -16

5. O=C(Nc1nc(COc2ccccc2)cs1)C12CC3CC(CC(C3)C1)C2
  A = 109; B = -0.8; C = -16; D = -14; E = -5; F = 97; G = -6; H = -4; I = -8

6. COc1ccccc1NC(=O)CCN1CC(C)OC(C)C1 (configuration not stated)
  A = 101; B = 0.9; C = -26; D = -32; E = 3; F = 110; G = 3; H = 2; I = -3

7. CCOC(=O)C1(CCCc2ccccc2)CCN(C(=O)COC)CC1
  A = 105; B = 0.2; C = 22; D = 11; E = -16; F = 108; G = -31; H = 2; I = 0

8. C[C@@H](C(O)c1ccccc1)N(C)C(=O)CCc1ccccc1 (some centres not stated)
  A = 106; B = 0.2; C = -7; D = -24; E = 1; F = 101; G = -25; H = 1; I = 0

9. C=CCCN([C@@H](C)C(=O)OC)S(=O)(=O)c1ccccc1Br
  A = 72; B = -1.6; C = -13; D = 36; E = x; F = 78; G = x; H = 5; I = x

10. O=c1[nH]c(/C(Cl)=C/c2cccc(F)c2)nc2cc(C(F)(F)F)ccc12
  A = 97; B = 0.3; C = 14; D = 37; E = -4; F = 97; G = 1; H = -42; I = -6

11. Clc1ccccc1CNc1nc2ccccc2n2cnnc12
  A = 98; B = -0.1; C = 4; D = 24; E = -1; F = 105; G = -2; H = 2; I = -12

12. CN1CCC(Oc2ccc(Sc3ccccc3)cc2)CC1
  A = 103; B = 22*; C = 49*; D = -7; E = -2; F = 95; G = 15; H = -1; I = 17

13. CN1CCC(OC(=O)c2ccc(Br)cc2)CC1
  A = 97; B = 1.6; C = x; D = x; E = -6; F = 87; G = 2; H = -6; I = -13

14. COc1ccc(-n2cnnc2SCc2csc(-c3ccccc3)n2)cc1
  A = 109; B = -0.4; C = -7; D = 3; E = 4; F = 106; G = -24; H = 2; I = -7

15. CCOC(=O)c1c(NC(=O)Cn2cnc3sc(C)c(-c4ccccc4)c3c2=O)sc(C)c1C
  A = 93; B = -0.4; C = 20; D = -7; E = 3; F = 93; G = -7; H = -2; I = -9

16. Cc1ccc2cc(NC(=O)c3ccccc3)ccc2n1
  A = 104; B = 2.1; C = -17; D = x; E = -4; F = 105; G = -6; H = 3; I = 2

17. Cn1nc(-c2ccc(Cl)cc2)cc1NC(=O)Nc1ccccc1
  A = 99; B = 2.0; C = 12; D = 20; E = 6; F = 102; G = -1; H = 3; I = -11

18. O=C(Cc1ccccc1)NNC1CC(=O)N(c2ccc(Br)cc2)C1=O (configuration not stated)
  A = 97; B = -0.2; C = 2; D = -12; E = 1; F = 106; G = -17; H = 15; I = 1

19. CC(C)NC(=O)CN1C(=O)c2ccccc2S1(=O)=O
  A = 101; B = -0.4; C = 9; D = 52; E = 2; F = 112; G = 2; H = 5; I = -10

20. CCCCCCCc1nc2sc3c(c2c(=O)n1N)CC(C)(C)OC3
  A = 96; B = 0.5; C = 6; D = -11; E = -3; F = 102; G = -3; H = -1; I = 11

21. O=C(NCc1ccccc1C(F)(F)F)C1CCC(=O)N(CCCc2ccccc2)C1 (configuration not stated)
  A = 105; B = 0.2; C = 21; D = 41; E = -5; F = 104; G = -35; H = 3; I = 6

22. CCc1ccccc1OCCCOc1ccc(OC)cc1
  A = x; B = -1.4; C = 22; D = 35; E = -4; F = x; G = -2; H = x; I = -3

23. COc1ccc(-c2[nH]ncc2/C=N\NC(=O)c2cccs2)cc1OC
  A = 109; B = x; C = -10; D = 12; E = -1; F = 105; G = -28; H = 9; I = -11

24. Cc1ccc(/C(O)=C2\C(=O)C(=O)N(C)C2c2ccc([N+](=O)[O-])cc2)cc1 (configuration not stated)
  A = 104; B = -0.5; C = -3; D = 50; E = 0; F = 102; G = -9; H = 7; I = -17

25. Cc1cc(NS(=O)(=O)c2ccc(NC(=O)COc3c(C)cc(Br)cc3C)cc2)no1
  A = 96; B = -1.8; C = 4; D = 6; E = 0; F = 100; G = -43; H = 1; I = -13

26. Cc1ccc(C(=O)NC(=S)NNS(=O)(=O)c2ccccc2)cc1
  A = 101; B = -0.2; C = 14; D = 62*; E = 19; F = 100; G = -1; H = -4; I = -4

27. COc1ccc(CCNC(=O)CSc2nc(O)c(C(C)C)c(=O)[nH]2)cc1OC
  A = 100; B = 0.2; C = -98; D = -1; E = 17; F = 103; G = -6; H = 0; I = 4

28. Nc1nc2n(c1C(=O)c1ccccc1)CCC2
  A = 88; B = 1.1; C = 12; D = 7; E = -5; F = 91; G = -6; H = -9; I = -4

29. Cc1ccc(C2Nc3ccc4ccccc4c3C3=C2C(=O)CC(C)(C)C3)o1 (configuration not stated)
  A = 96; B = -2.8; C = -3; D = -13; E = -12; F = 95; G = -5; H = -1; I = -6

30. COc1ccccc1NC(=S)NC(=O)c1c(-c2ccccc2Cl)noc1C
  A = 95; B = -1.3; C = 18; D = 37; E = -1; F = 91; G = -12; H = -4; I = -15

31. COc1ccc(C(=O)NCCn2nc(C)cc2C)cc1OC1CCN(C(C)=O)CC1
  A = 105; B = 0.8; C = 7; D = 19; E = -4; F = 102; G = -24; H = 13; I = 4

32. CC1CCN(S(=O)(=O)c2ccc(NC(=O)CCN3C(=O)c4ccccc4C3=O)cc2)CC1
  A = 102; B = 1.9; C = 3; D = -6; E = 3; F = 102; G = 2; H = 5; I = 0

33. N#CC1=C(N)Oc2cc(O)ccc2C1c1cccs1 (configuration not stated)
  A = 104; B = 3.4; C = 24; D = -18; E = 9; F = 101; G = 4; H = 13; I = -16

34. N#Cc1ccc(NC(=O)Cn2cnc(S(=O)(=O)N3CCCC3)c2)cc1
  A = 96; B = 0.8; C = 21; D = 20; E = -12; F = 93; G = 5; H = -13; I = -5

35. Cc1ccc(NC(=O)COC(=O)C2CC3C=CC2C3)cc1S(=O)(=O)N1CCCCC1 (configuration not stated)
  A = 113; B = 9.6; C = 34; D = 12; E = -5; F = 101; G = -21; H = 17; I = -9

36. Cc1ccc(-c2nn(C)c(=O)c3ccccc23)cc1CNC(=O)Cn1nc(-c2ccccc2)c2ccccc2c1=O
  A = x; B = x; C = -7; D = 8; E = 3; F = x; G = -3; H = x; I = 1

37. Cc1ccc(NS(=O)(=O)c2ccc3c(c2)NC(=O)CO3)cc1C
  A = 98; B = 2.0; C = -1; D = 26; E = 0; F = 102; G = -17; H = 1; I = -6

38. Cc1csc(=Nc2cccnc2)n1CC1CCCCC1
  A = 94; B = -2.6; C = -4; D = -2; E = 6; F = 94; G = -11; H = -1; I = -3

39. Cc1ccc(C(=O)COc2cc(O)c3c(=O)cc(-c4ccccc4)oc3c2)cc1
  A = 99; B = 0.9; C = 25; D = 18; E = -8; F = 98; G = -14; H = -1; I = 0

40. CCn1cc(C(=O)NCCOC)c(=O)c2ccc(C)nc21
  A = 104; B = 1.3; C = 17; D = 10; E = 2; F = 103; G = -1; H = 4; I = -2

41. CCOC(=O)/C(C#N)=C1/C=Cc2ccccc2N1CC
  A = 97; B = -1.0; C = 20; D = 29; E = -4; F = 98; G = -5; H = 0; I = 10

42. O=S(=O)(c1cccc(-c2n[nH]c(=S)o2)c1)N1CCOCC1
  A = 108; B = 0.0; C = -19; D = -118; E = 1; F = 103; G = -1; H = 9; I = -10

43. O=Cc1c(NCCCN2CCCC2=O)c2ccccc2[nH]c1=O
  A = 114; B = -0.5; C = 8; D = 25; E = 2; F = 110; G = -4; H = 16; I = -10

44. CC(C)N(C)C1CCN(S(=O)(=O)c2ccc(-c3ccc(=O)[nH]n3)s2)CC1
  A = 120; B = 0.8; C = 24; D = -2; E = 4; F = 101; G = 5; H = 4; I = -21

45. COc1ccccc1C(=O)Nc1nnc(SCC(=O)NCc2ccco2)s1
  A = 107; B = -0.2; C = 7; D = 18; E = 1; F = 102; G = -14; H = 3; I = -16

46. O=C1CN(C(=O)CSc2nc3ccccc3c(=O)n2CC2CCCO2)c2ccccc2N1 (configuration not stated)
  A = 97; B = -0.2; C = 8; D = 2; E = 1; F = 100; G = -24; H = -4; I = -10

47. COc1ccccc1C(=O)C1CCCN(C(=O)c2ccccc2Cl)C1 (configuration not stated)
  A = 96; B = 3.9; C = 10; D = -22; E = 4; F = 100; G = -36; H = 1; I = 0

48. CCOc1ccc(OCC)c(NC(=O)C(NS(=O)(=O)c2ccc3c(c2)oc(=O)n3C)C(C)C)c1 (configuration not stated)
  A = 98; B = -2.1; C = -4; D = 6; E = -2; F = 99; G = 1; H = 5; I = -8

49. Cc1ccc(-c2nc3ccccc3nc2NN)cc1
  A = 85; B = -1.7; C = 20; D = 21; E = 31*; F = 93; G = -2; H = -18; I = -1

50. Cc1ccc(C2/C(=C(/O)c3ccccc3)C(=O)C(=O)N2CCN2CCOCC2)o1 (configuration not stated)
  A = 107; B = 1.0; C = 16; D = 76*; E = -11; F = 104; G = 1; H = -4; I = -12

51. CCCn1c(=O)c(-c2ccccc2)c(O)c2ccccc21
  A = 106; B = 0.2; C = 4; D = 20; E = 5; F = 101; G = -6; H = 2; I = -10

52. COc1cc(C(=O)OCC(=O)NC2CCCC2)cc(NC(=O)c2ccco2)c1OC
  A = 95; B = -1.0; C = 4; D = -13; E = 5; F = 102; G = -4; H = -4; I = -15

53. CN(Cc1ccccc1)C(=O)CC(=O)N(C)Cc1ccccc1
  A = 98; B = -0.5; C = 21; D = 16; E = -5; F = 100; G = -16; H = 2; I = -1

Single records, as listed above. Order of screens: MEKK2wt PB1 HTS, OXTR ag, NALP1 yeast inh, PHOSPHO1 inh, PfM18AAP inh, MEKK3 PB1 HTS, FID counter, MEKK2mut PB1 HTS, GPR7 antag
Shown for `COc1ccccc1C(=O)C1CCCN(C(=O)c2ccccc2Cl)C1` (configuration not stated) : 96, 3.9, 10, -22, 4, 100, -36, 1, 0
Shown for `Cc1ccc(C2/C(=C(/O)c3ccccc3)C(=O)C(=O)N2CCN2CCOCC2)o1` (configuration not stated) : 107, 1.0, 16, 76*, -11, 104, 1, -4, -12
Shown for `CC1CCN(S(=O)(=O)c2ccc(NC(=O)CCN3C(=O)c4ccccc4C3=O)cc2)CC1` : 102, 1.9, 3, -6, 3, 102, 2, 5, 0
Shown for `Cc1ccccc1C(=O)N=c1ccn(-c2nc3ccccc3nc2NS(=O)(=O)c2ccc(F)cc2)cc1` : 90, 0.0, -3, 51, 10, 103, -53, 0, -6
